Screening results as filed in PubChem.
MC4R antag cAMP – antagonists of human melanocortin 4 receptor (MC4R); hit rate 0.48% among 360,000; P32245; AID 540295; inhibition, % at 6.5 µM; MC4R-expressing cells, MTII-stimulated cAMP, LANCE TR-FRET;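 active means inhibition above its plate's cutoff, the mean of tested wells on that plate plus 3 SD, cut at about 29% in these data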;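 further: 0% = Melanotan II alone and 100% = Melanotan II plus saturating MCL0020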
Target sequence (P32245 whole entry, looked up): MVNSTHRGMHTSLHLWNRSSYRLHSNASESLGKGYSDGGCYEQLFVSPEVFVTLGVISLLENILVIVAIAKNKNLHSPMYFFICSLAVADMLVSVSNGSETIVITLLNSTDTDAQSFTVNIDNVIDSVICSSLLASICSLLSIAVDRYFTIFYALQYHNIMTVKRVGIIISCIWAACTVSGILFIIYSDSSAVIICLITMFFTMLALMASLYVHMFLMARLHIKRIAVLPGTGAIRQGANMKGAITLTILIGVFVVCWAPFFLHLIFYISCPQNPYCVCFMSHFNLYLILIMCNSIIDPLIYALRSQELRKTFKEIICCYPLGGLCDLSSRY
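Material – human MC4R-expressing U2OS cells · Repeats – no replicates · Detection – TR-FRET with Eu-cAMP and labeled anti-cAMP, 671 nm · Times – compound 30 min, challenge 1 h, detection 1 h · Compound – single nominal compound dose of 6.5 µM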
HTR2A ag – mouse HTR2A agonism via beta-arrestin recruitment. CHO-K1 mHTR2A beta-arrestin complementation, luminescence; percent of 30 µM serotonin response. activation, % at 7.6 µM. hit rate 0.66% among 360,000;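 active means activation above a run cutoff, the mean activation of all tested compounds plus 3 SD, cut at about 14% in these data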;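 further: 0% = plate median of compound wells and 100% = 30 µM serotonin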
Target sequence (P35363 whole entry, looked up): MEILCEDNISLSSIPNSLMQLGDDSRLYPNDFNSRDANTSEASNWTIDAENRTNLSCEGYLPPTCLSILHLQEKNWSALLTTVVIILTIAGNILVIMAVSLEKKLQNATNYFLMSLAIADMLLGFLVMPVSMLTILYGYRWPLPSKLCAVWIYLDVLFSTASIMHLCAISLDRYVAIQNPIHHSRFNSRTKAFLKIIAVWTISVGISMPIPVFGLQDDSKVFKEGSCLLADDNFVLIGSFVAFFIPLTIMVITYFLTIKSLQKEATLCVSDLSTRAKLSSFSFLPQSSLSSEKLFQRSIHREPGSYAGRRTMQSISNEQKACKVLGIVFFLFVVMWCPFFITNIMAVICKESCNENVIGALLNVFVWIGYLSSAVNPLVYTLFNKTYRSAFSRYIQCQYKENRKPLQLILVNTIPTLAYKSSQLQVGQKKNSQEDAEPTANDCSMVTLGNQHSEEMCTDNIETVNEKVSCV
ABCB6 inh MLPCN – inhibitors of human ABC transporter ABCB6. hit rate 0.19% among 360,000. fluorescence ratio to DMSO, % at 10 µM. Q9NP58. AID 602162. K562-ABCB6 porphyrin accumulation, flow cytometry, 1 h; active compounds read low;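 active means fluorescence ratio to DMSO below 75%, the collection mean minus 3 SD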;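 further: signal is porphyrin accumulated inside mitochondria; 100% equals median channel fluorescence of DMSO control wells; lower ratio means ABCB6 inhibition with less porphyrin fluorescence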
Vif inh – blocks HIV Vif function. HEK293T cells, Vif self-association by quenched fluorescence, imaging, 24 h. inhibition, % at 7.49 µM. hit rate 0.35% among 340,000; in the data active means inhibition above about 50%, passing the limit was not always enough; further: some results filed as inactive read as strong as hits
MC4R ag barr – human MC4R agonism via beta-arrestin | U2OS MC4R beta-arrestin complementation, luminescence; percent of melanotan II response, DMSO zero | hit rate 0.98% among 360,000 | activation, % at 8.9 µM | P32245;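 active means activation above a per-plate cutoff, the mean activation of sample wells on that plate plus 3 SD, cut at about 8% in these data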
CaV13 FRET inh – Disruptors of the CACNA1D IQ motif to Ca2+-dependent inactivation inhibitor domain association, primary screening, Förster resonance energy transfer in intact living …; HEK cells, CFP/YFP FRET ICDI-IQ, plate reader, 10 min; percent FRET-ratio fall versus neutral wells; inhibition, % at 12.3 µM; hit rate 0.098% among 340,000; AID 743397;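 active means mean replicate inhibition of at least 30% and at least 1% of replicates passing that level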;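 further: 0% = median of the neutral control wells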
aDG glyco act – increases alpha dystroglycan glycosylation; hit rate 0.22% among 360,000; activation, % at 10 µM; Pro5-aDG cells, alpha-DG glycosylation AlphaScreen (IIH6); 0% Pro5, 100% B10-LARGE cell signal;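 active means activation of at least 8% versus controls, or a plate z-score of at least 8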;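 further: Pro5 are CHO cells carrying HIG-tagged alpha-DG that lacks glycosylation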
Glyco luc inh – N-linked glycosylation inhibition. D54 ERlucT glycosylation luciferase reporter, 24 h; percent of 100 nM tunicamycin response. reporter increase, % at 12.5 µM. hit rate 0.23% among 360,000. AID 588692;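 active means mean luciferase reporter signal, scaled so untreated is 0 and the glycosylation-blocking control 100, at or above a set limit in every replicate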;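 further: luciferase carries N-glycosylation sites so blocking glycosylation raises the light; 0% = median of neutral control wells and 100% = median of 100 nM tunicamycin wells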
Cardio protect – myocardial damage modulation in H9c2 cells; H9c2 cardiomyocytes, H2O2 injury protection, ATPLite, 2 h; protection from H2O2 cell death, % at 20 µM; hit rate 0.63% among 360,000;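 active means compounds giving at least 50% protection of heart cells from peroxide-induced death in the single-dose screen, raw or plate-pattern-corrected value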;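 further: 0% = DMSO wells with peroxide and 100% = DMSO wells without peroxide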
PDI inh – blocks human protein disulfide isomerase activity | AID 588391 | P07237 | hit rate 0.052% among 350,000 | PDI insulin aggregation turbidity, A650, 90 min | inhibition, % at 10 µM;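 active means mean inhibition across replicates of 30% or more, whatever share of single replicates reach that level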;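 further: absorbance from insulin aggregation driven by PDI reduction with DTT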
* hit, by the source's call.

Screening CCOC(=O)c1c(NC(=O)CSc2ncccn2)sc(C(=O)NC)c1C returned MC4R antag cAMP 4.5, HTR2A ag 7.0, ABCB6 inh MLPCN 96.0, Vif inh -11.2, MC4R ag barr -1.2, CaV13 FRET inh -5.1, aDG glyco act 0.9, Glyco luc inh -0.3, Cardio protect -12.5 and PDI inh -4.7.
Screening CCc1nnc(NC(=O)NCN2C(=O)C3C4C=CC(C4)C3C2=O)s1 (configuration not stated) returned MC4R antag cAMP -3.1, HTR2A ag -5.5, ABCB6 inh MLPCN 130.0, Vif inh -2.3, MC4R ag barr -1.9, aDG glyco act -0.4, Glyco luc inh 0.8, Cardio protect 16.5 and PDI inh 3.0.
`O=C(OCC(=O)N1CCN(C(=O)c2ccco2)CC1)c1cccc(O)c1` gave MC4R antag cAMP 0.4, HTR2A ag 6.5, ABCB6 inh MLPCN 94.0, Vif inh -15.7, MC4R ag barr -3.1, aDG glyco act -0.4, Glyco luc inh -1.8, Cardio protect 1.2 and PDI inh 19.9.
For O=Cc1cn(CC(O)Cn2cc(C=O)c3ccccc32)c2ccccc12 the results were MC4R antag cAMP -0.7, HTR2A ag -5.3, ABCB6 inh MLPCN 101.0, Vif inh -7.8, MC4R ag barr -1.4, CaV13 FRET inh -2.2, aDG glyco act -0.1, Glyco luc inh 0.6, Cardio protect 4.8 and PDI inh -3.5.
COC(=O)c1ccc(C(c2c(N)n(CC(C)C)c(=O)[nH]c2=O)N2CCN(c3ccccc3)CC2)cc1 (configuration not stated) was read as MC4R antag cAMP 18.0, HTR2A ag 5.9, ABCB6 inh MLPCN 100.0, Vif inh 7.2, MC4R ag barr 0.2, CaV13 FRET inh -4.8, aDG glyco act 0.2, Glyco luc inh -1.0, Cardio protect 10.2 and PDI inh 0.6.
CCCCN(CCCC)C(=O)c1cn(CC)c2cc(N3CCN(C)CC3)c(F)cc2c1=O was read as MC4R antag cAMP 6.9, HTR2A ag -3.9, ABCB6 inh MLPCN 101.0, Vif inh -2.3, MC4R ag barr -2.4, CaV13 FRET inh -15.2, aDG glyco act 0.0, Glyco luc inh -1.0, Cardio protect 5.4 and PDI inh -0.7.
Screening O=C(NCCN1CCCC1)C1CC(=O)N(C2CCCCC2)C1 (configuration not stated) returned MC4R antag cAMP 2.4, HTR2A ag 0.3, ABCB6 inh MLPCN 99.0, Vif inh 4.1, MC4R ag barr -2.2, aDG glyco act -0.1, Glyco luc inh 2.5, Cardio protect -5.0 and PDI inh 11.5.
O=C(C1CCCN(S(=O)(=O)c2ccc(Br)s2)C1)N1CCCCCC1 (configuration not stated) was read as MC4R antag cAMP 0.8, HTR2A ag -2.2, ABCB6 inh MLPCN 82.0, Vif inh -0.3, MC4R ag barr -2.0, CaV13 FRET inh -0.3, aDG glyco act 0.6, Glyco luc inh -2.6, Cardio protect -16.7 and PDI inh -6.7.
`Cc1ccc(-c2noc(CSc3nnc(Cc4cccs4)n3-c3ccccc3)n2)cc1` gave MC4R antag cAMP 3.9, HTR2A ag 21.4*, ABCB6 inh MLPCN 98.0, MC4R ag barr 0.9, CaV13 FRET inh -4.9, aDG glyco act 0.2, Glyco luc inh -5.7, Cardio protect -17.2 and PDI inh 5.4.
`O=C(NCc1ccncc1)c1ccc(NS(=O)(=O)c2ccc(F)cc2)cc1` gave MC4R antag cAMP -1.6, HTR2A ag -3.8, ABCB6 inh MLPCN 98.0, Vif inh -1.2, MC4R ag barr -1.9, CaV13 FRET inh -16.7, aDG glyco act -0.3, Glyco luc inh 1.8, Cardio protect 1.6 and PDI inh 0.7.
O=S(=O)(Nc1cccc(-c2ccc3nncn3n2)c1)c1cc(F)ccc1F was read as MC4R antag cAMP 23.4, HTR2A ag 0.8, ABCB6 inh MLPCN 98.0, MC4R ag barr -1.3, CaV13 FRET inh -6.4, aDG glyco act -0.3, Glyco luc inh 2.2, Cardio protect 5.6 and PDI inh -1.8.
For O=C(c1ccc(Cl)cc1)C1CCN(CC(=O)N2CCCCC2)CC1 the results were MC4R antag cAMP 3.2, HTR2A ag -7.2, ABCB6 inh MLPCN 96.0, Vif inh -18.6, MC4R ag barr 0.7, CaV13 FRET inh -6.5, aDG glyco act 0.1, Glyco luc inh -3.7, Cardio protect -1.6 and PDI inh 10.3.
`O=C(CN1CCN(S(=O)(=O)c2ccccc2)CC1)NCc1ccccc1` gave MC4R antag cAMP -2.0, HTR2A ag 0.9, ABCB6 inh MLPCN 104.0, Vif inh -4.3, MC4R ag barr -2.8, CaV13 FRET inh -1.6, aDG glyco act 1.9, Glyco luc inh 0.4, Cardio protect -0.6 and PDI inh -5.2.
CC(C)N(CCNC(=O)c1ccc(CS(=O)(=O)c2c(Cl)cccc2Cl)o1)Cc1ccccc1 was read as MC4R antag cAMP -0.6, HTR2A ag -12.8, ABCB6 inh MLPCN 96.0, Vif inh -3.8, MC4R ag barr -1.4, CaV13 FRET inh -2.5, aDG glyco act 0.1, Glyco luc inh -4.2, Cardio protect -2.3 and PDI inh 5.6.
`CN1CCN(c2nc3c(c(=O)[nH]c(=O)n3C)n2Cc2ccc(Cl)cc2)CC1` gave MC4R antag cAMP -0.7, HTR2A ag 1.1, ABCB6 inh MLPCN 96.0, Vif inh 0.7, MC4R ag barr -0.6, CaV13 FRET inh -20.8, aDG glyco act -0.1, Glyco luc inh 3.4, Cardio protect 4.1 and PDI inh 0.7.
For COc1ccccc1CCn1cnc(Cc2cccc(F)c2)c1C(C)C the results were HTR2A ag -3.3, ABCB6 inh MLPCN 120.0, CaV13 FRET inh -9.5 and aDG glyco act 0.4.
Screening Cc1ccc(-c2nnc(NCc3nc4ccccc4[nH]3)c3ccccc23)cc1S(=O)(=O)N1CCOCC1 returned MC4R antag cAMP 9.3, HTR2A ag 0.7, ABCB6 inh MLPCN 86.0, Vif inh -17.8, MC4R ag barr 4.9, aDG glyco act -0.4, Glyco luc inh -2.4, Cardio protect 86.0* and PDI inh -4.1.
For COc1ccccc1NCCC(=O)O the results were MC4R antag cAMP -1.3, HTR2A ag 3.1, ABCB6 inh MLPCN 95.0, Vif inh 6.6, MC4R ag barr 0.3, CaV13 FRET inh -1.3, aDG glyco act 0.0, Glyco luc inh -1.3, Cardio protect 7.7 and PDI inh 5.5.
For O=C(COC(=O)c1cc(S(=O)(=O)N2CCCC2)ccc1O)NCCc1ccccc1 the results were MC4R antag cAMP 4.1, HTR2A ag -0.6, ABCB6 inh MLPCN 95.0, Vif inh 2.4, MC4R ag barr -1.6, CaV13 FRET inh -6.7, aDG glyco act -0.2, Glyco luc inh -1.2, Cardio protect -3.3 and PDI inh -5.7.
Screening Cc1nn(-c2ccccc2)c(C)c1NC(=O)COC(=O)c1cccc(OC(F)F)c1 returned MC4R antag cAMP 3.0, HTR2A ag -6.6, ABCB6 inh MLPCN 103.0, Vif inh 1.7, MC4R ag barr -1.8, CaV13 FRET inh -6.7, aDG glyco act 0.0, Glyco luc inh 0.3, Cardio protect 8.9 and PDI inh -4.6.
For Cc1ccc(-c2nn3c(C)nnc3s2)cc1NC(=O)c1cccs1 the results were MC4R antag cAMP 15.8, HTR2A ag 0.7, ABCB6 inh MLPCN 100.0, Vif inh 4.0, MC4R ag barr 0.0, CaV13 FRET inh -7.0, aDG glyco act 0.0, Glyco luc inh 0.4, Cardio protect 9.4 and PDI inh -3.0.
Screening OC[C@@H]1CN(CCN2CCOCC2)C[C@H](n2cnc3c(NC4CC4)ncnc32)O1 returned MC4R antag cAMP 4.8, HTR2A ag 4.4, ABCB6 inh MLPCN 97.0, Vif inh 21.6, MC4R ag barr -0.5, CaV13 FRET inh -6.5, aDG glyco act -0.1, Glyco luc inh 1.9, Cardio protect 4.5 and PDI inh -14.9.
`Cc1ccc(C)c(S(=O)(=O)N2CCN(C(=O)c3n[nH]c(=O)c4ccccc34)CC2)c1` gave MC4R antag cAMP 2.5, HTR2A ag 7.6, ABCB6 inh MLPCN 98.0, Vif inh 23.0, MC4R ag barr 0.0, CaV13 FRET inh -3.2, aDG glyco act 0.2, Glyco luc inh -5.2, Cardio protect 4.2 and PDI inh 8.0.
`CC(OC(=O)Cc1coc2cc3c(cc12)CCC3)C(=O)NC(N)=O` (configuration not stated) gave MC4R antag cAMP -7.9, HTR2A ag 7.7, ABCB6 inh MLPCN 86.0, Vif inh 0.6, MC4R ag barr 2.4, CaV13 FRET inh -5.5, aDG glyco act 0.7, Glyco luc inh 1.0, Cardio protect -6.0 and PDI inh 3.9.
`CCCn1nnnc1NCc1cccc(OC)c1` gave MC4R antag cAMP 12.0, HTR2A ag 0.6, ABCB6 inh MLPCN 99.0, Vif inh 15.6, MC4R ag barr -0.8, CaV13 FRET inh -5.0, aDG glyco act -0.1, Glyco luc inh 1.7, Cardio protect -3.9 and PDI inh -5.0.

Sorted by heavy-atom count (rising): 5 of the compounds above
For COc1ccccc1NCCC(=O)O the results were MC4R antag cAMP -1.3, HTR2A ag 3.1, ABCB6 inh MLPCN 95.0, Vif inh 6.6, MC4R ag barr 0.3, CaV13 FRET inh -1.3, aDG glyco act 0.0, Glyco luc inh -1.3, Cardio protect 7.7 and PDI inh 5.5.
`CCCn1nnnc1NCc1cccc(OC)c1` gave MC4R antag cAMP 12.0, HTR2A ag 0.6, ABCB6 inh MLPCN 99.0, Vif inh 15.6, MC4R ag barr -0.8, CaV13 FRET inh -5.0, aDG glyco act -0.1, Glyco luc inh 1.7, Cardio protect -3.9 and PDI inh -5.0.
For Cc1ccc(-c2nn3c(C)nnc3s2)cc1NC(=O)c1cccs1 the results were MC4R antag cAMP 15.8, HTR2A ag 0.7, ABCB6 inh MLPCN 100.0, Vif inh 4.0, MC4R ag barr 0.0, CaV13 FRET inh -7.0, aDG glyco act 0.0, Glyco luc inh 0.4, Cardio protect 9.4 and PDI inh -3.0.
Screening OC[C@@H]1CN(CCN2CCOCC2)C[C@H](n2cnc3c(NC4CC4)ncnc32)O1 returned MC4R antag cAMP 4.8, HTR2A ag 4.4, ABCB6 inh MLPCN 97.0, Vif inh 21.6, MC4R ag barr -0.5, CaV13 FRET inh -6.5, aDG glyco act -0.1, Glyco luc inh 1.9, Cardio protect 4.5 and PDI inh -14.9.
`Cc1ccc(C)c(S(=O)(=O)N2CCN(C(=O)c3n[nH]c(=O)c4ccccc34)CC2)c1` gave MC4R antag cAMP 2.5, HTR2A ag 7.6, ABCB6 inh MLPCN 98.0, Vif inh 23.0, MC4R ag barr 0.0, CaV13 FRET inh -3.2, aDG glyco act 0.2, Glyco luc inh -5.2, Cardio protect 4.2 and PDI inh 8.0.
